Bioassay records as filed in PubChem.
MazEF act: MazEF (E. coli) toxin RNase activation; FAM/BHQ RNA-DNA oligo cleavage fluorescence, 5 h; activation, % at 20 µM; 350,000 compounds, 0.32% hits; AID 504720; in the data active = activation above about 50%
Target sequence (P0AE70 whole entry, looked up): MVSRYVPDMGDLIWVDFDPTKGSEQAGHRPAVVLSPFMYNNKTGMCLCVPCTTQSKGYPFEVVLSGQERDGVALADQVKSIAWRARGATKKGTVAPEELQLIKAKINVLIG
Mtb UGM inh: inhibitors of M. tuberculosis UDP-galactopyranose mutase | 320,000 compounds, 0.06% hits | AID 504406 | inhibition, % at 10 µM | P9WIQ1 | purified UGM, fluorescence polarization probe displacement; in the data active = inhibition above about 10%, passing the limit was not always enough; inconclusive = no clear call, values can overlap the other calls
Target sequence (P9WIQ1 whole entry, looked up): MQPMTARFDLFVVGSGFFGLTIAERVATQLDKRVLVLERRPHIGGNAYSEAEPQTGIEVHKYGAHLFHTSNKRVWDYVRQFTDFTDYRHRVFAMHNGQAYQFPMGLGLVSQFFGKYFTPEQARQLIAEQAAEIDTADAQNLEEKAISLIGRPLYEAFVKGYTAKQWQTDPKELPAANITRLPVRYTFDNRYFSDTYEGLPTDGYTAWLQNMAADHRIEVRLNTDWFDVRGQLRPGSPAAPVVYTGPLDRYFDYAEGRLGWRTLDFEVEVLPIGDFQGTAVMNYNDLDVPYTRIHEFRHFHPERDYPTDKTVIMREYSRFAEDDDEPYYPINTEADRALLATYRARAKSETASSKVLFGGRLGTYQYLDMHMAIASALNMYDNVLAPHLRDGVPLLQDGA
Rv3671c inh: inhibitors of M. tuberculosis serine protease Rv3671c; inhibition, % at 5.96 µM; 320,000 compounds, 0.048% hits; AID 2606; P9WHR9; in the data active = inhibition above about 38%;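 also: extracellular domain of Rv3671c used as enzyme; 0% = enzyme with DMSO and 100% = no enzyme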
GDH-TPI counter: GDH-TPI coupled enzyme inhibition counter-screen; 360,000 compounds, 1.2% hits; GDH-TPI coupled enzyme counterscreen, NADH absorbance; inhibition, % at 4.8 µM; AID 588335; in the data active = inhibition above about 30%;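 also: 0% = DMSO wells and 100% = wells lacking the enzyme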
Mtb BioA inh: inhibitors of Mycobacterium tuberculosis BioA enzyme; 360,000 compounds, 0.096% hits; purified M. tuberculosis BioA enzyme, plate reader; inhibition, % at 9.99 µM; AID 602481; in the data active = inhibition above about 40%; inconclusive = no clear call, values can overlap the other calls
PrPC surface inh: cell surface PrPC inhibition, primary TR-FRET screen | TR-FRET read-out | inhibition, % at 13.8 µM | 370,000 compounds, 0.43% hits | AID 720596; in the data active = inhibition above about 24%; also: 0% = median of the test wells and 100% = reference compound wells
Mtb FBA inh: Mtb fructose-bisphosphate aldolase inhibition; 360,000 compounds, 2.3% hits; inhibition, % at 1 µM; purified M. tuberculosis FBA, fluorescence read-out; P9WQA3; in the data active = inhibition above about 27%;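 also: 0% = vehicle and 100% = reference inhibitor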
Target sequence (P9WQA3 whole entry, looked up): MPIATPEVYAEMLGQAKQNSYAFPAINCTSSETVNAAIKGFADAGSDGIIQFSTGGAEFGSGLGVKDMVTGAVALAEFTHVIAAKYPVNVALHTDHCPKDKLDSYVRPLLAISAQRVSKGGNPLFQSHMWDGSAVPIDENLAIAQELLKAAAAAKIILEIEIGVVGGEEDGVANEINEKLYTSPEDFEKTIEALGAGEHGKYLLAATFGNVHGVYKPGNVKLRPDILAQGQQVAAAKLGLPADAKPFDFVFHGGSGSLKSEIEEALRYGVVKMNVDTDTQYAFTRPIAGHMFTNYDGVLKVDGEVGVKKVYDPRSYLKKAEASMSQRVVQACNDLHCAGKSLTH
FadD28 binding: inhibitors of Mycobacterium tuberculosis FadD28 bisubstrate binding. inhibition, % at 12.5 µM. FadD28 bisubstrate probe binding, fluorescence polarization. 360,000 compounds, 0.22% hits; in the data active = inhibition above about 8.5%, passing the limit was not always enough; inconclusive = no clear call, values can overlap the other calls
BoNT-F LC inh: BoNT F light chain protease inhibition; Multiplex microsphere protease cleavage assay, flow cytometry; inhibition, % at 10 µM; 360,000 compounds, 0.22% hits; AID 588497; in the data active = inhibition above about 35%, passing the limit was not always enough; inconclusive = no clear call, values can overlap the other calls; also: plate controls were buffer without enzyme for full effect and enzyme alone for no effect
* = called active by the depositor; ? = inconclusive; · = no result given.

Below each SMILES – MazEF act	Mtb UGM inh	Rv3671c inh	GDH-TPI counter	Mtb BioA inh	PrPC surface inh	Mtb FBA inh	FadD28 binding	BoNT-F LC inh
(1) O=C(O)CC(C(=O)N(c1ccccc1)c1ccccc1)N1CCOCC1 (stereo not given)
  -3	2.7	-7	1	-1.8	-2	-2	-1.8	4
(2) O=C(Nc1cccc(Cl)c1)c1nc[nH]c1C(=O)N1CCN(c2ccccc2)CC1
  14	-1.5	-6	-6	-0.3	-1	2	-4.3	0
(3) Cc1cccc(OCc2nnc(SCC(=O)N3CC(=O)Nc4ccccc43)o2)c1
  3	-0.9	-8	-1	·	-5	2	·	-9
(4) O=C(Nc1c(C(=O)O)[nH]c2ccc(F)cc12)c1cccc(C(F)(F)F)c1
  -3	2.0	1	22	·	0	-1	4.0	8
(5) Cc1cccc(C)c1-n1c(C)cc(/C=N/NC(=O)CSc2ncccn2)c1C
  1	-0.7	-3	19	·	6	0	5.4	2
(6) O=C(NNC(=O)c1cccs1)c1ccccc1
  -4	-2.4	0	-3	·	5	-2	-3.1	5
(7) CC(=O)c1ccc(NC(=O)c2cn(C)c(=O)c3ccccc23)cc1
  1	·	·	16	·	6	-3	-1.0	-5
(8) Cc1cccc2nc(CSc3nc4ccc([N+](=O)[O-])cc4[nH]3)cn12
  -10	0.0	-3	17	-1.2	-5	0	0.7	-7
(9) O=C(O)CC1(CC(=O)Nc2cc(F)ccc2Cl)CCCCC1
  -2	1.0	4	-2	-1.3	-6	-2	-3.1	?
(10) C=CCN(c1ccc(Cl)cc1)S(=O)(=O)c1cccc(C(=O)O)c1
  -14	0.7	0	9	·	13	2	-2.9	-2
(11) CC(C)(C)n1nnnc1C(c1cccnc1)N1CCN(c2ccccc2F)CC1 (stereo not given)
  -3	2.2	16	-6	·	-1	-2	-3.1	6
(12) CCCCNC(=O)Cc1c(OC)ccc2cc(Br)ccc12
  3	0.3	5	5	0.2	5	2	-0.8	-1
(13) CC(C)(O)c1cn(-c2nonc2N)nn1
  0	-0.5	0	-4	7.7	-3	11	0.5	-2
(14) O=C(N/N=C/c1ccco1)c1ccccc1OCc1ccc(Br)cc1
  12	-0.9	-7	15	·	-3	3	-0.1	-4
(15) O=C(Nc1ccccc1Cl)c1ccc(-c2ccccn2)s1
  7	-3.0	8	9	·	-10	-1	-0.1	?
(16) O=C(CO/N=C/c1ccccc1)Nc1c(F)c(F)c(F)c(F)c1F
  2	3.5	4	6	·	2	1	0.3	-2
(17) Cc1cccc(CS(=O)(=O)Cc2ccc(C(=O)NCCc3ccccc3)o2)c1
  0	1.7	2	10	3.6	-6	2	0.1	-5
(18) COc1ccc(C2=NN(c3nc(-c4ccc(CNC(C)=O)cc4)cs3)C(c3ccco3)C2)cc1 (stereo not given)
  10	0.6	-4	11	3.7	-8	2	-2.5	1
(19) Oc1c(C(c2cccs2)N2CCN(c3ccccc3)CC2)sc2ncnn12 (stereo not given)
  6	-1.2	10	14	3.3	-6	-2	-3.3	-10
(20) O=[N+]([O-])c1ccc(N/N=C\c2cccnc2)nc1
  22	-1.7	-4	-6	·	-1	-4	-4.1	6
(21) COC(=O)c1sccc1NC(=O)c1cccc(F)c1
  -3	1.6	2	6	-0.2	0	1	-3.8	-8
(22) CCn1c(SCC(=O)c2ccccc2)nnc1-c1ccoc1C
  10	2.6	2	1	-0.3	2	-3	-1.9	-19
(23) COc1ccccc1/C=N/NC(=S)NCc1ccco1
  5	1.1	2	38*	0.9	-5	-4	-4.7	?
(24) CSCCC(NC(=O)COc1ccccc1)C(=O)N1CCN(c2cccc(C(F)(F)F)c2)CC1 (stereo not given)
  -1	·	·	-3	0.1	-9	-1	-5.7	-6
(25) Cc1ccc(NC(=O)COC(=O)Cn2cnc3c2c(=O)n(C)c(=O)n3C)cc1Cl
  2	3.3	6	3	0.0	1	3	0.9	-7
(26) Cc1ccc(SCCN2CCN(CC(C)C)CCC2=O)cc1
  3	·	·	3	0.9	-4	1	-2.7	3
(27) C#CCOCCOCCOCCNc1nc(N2CCOCC2)nc(N2CCN(C(=O)[C@H](Cc3cc4ccccc4[nH]3)n3cc([C@@H](N)CC(C)C)nn3)CC2)n1
  15	-0.5	6	-9	0.2	·	0	-2.0	-21
(28) Cc1ccc(NC(=S)NNC(=O)c2ccccc2O)c(C)c1
  7	1.5	14	0	·	-7	4	-1.8	-6
(29) O=C1N(CN2CCC3(CC2)OCCO3)c2ccccc2C12OCCCO2
  0	4.5	-5	1	-0.2	1	0	-0.3	2
(30) C/C(=N\NC(=O)c1ccc(Cl)cc1)c1cccc(NC(=O)C(C)C)c1
  2	-0.6	2	-1	-4.9	12	7	0.4	-8

Continued (four carried over from the part before).
Below each SMILES – MazEF act	Mtb UGM inh	Rv3671c inh	GDH-TPI counter	Mtb BioA inh	PrPC surface inh	Mtb FBA inh	FadD28 binding	BoNT-F LC inh
(27) C#CCOCCOCCOCCNc1nc(N2CCOCC2)nc(N2CCN(C(=O)[C@H](Cc3cc4ccccc4[nH]3)n3cc([C@@H](N)CC(C)C)nn3)CC2)n1
  15	-0.5	6	-9	0.2	·	0	-2.0	-21
(28) Cc1ccc(NC(=S)NNC(=O)c2ccccc2O)c(C)c1
  7	1.5	14	0	·	-7	4	-1.8	-6
(29) O=C1N(CN2CCC3(CC2)OCCO3)c2ccccc2C12OCCCO2
  0	4.5	-5	1	-0.2	1	0	-0.3	2
(30) C/C(=N\NC(=O)c1ccc(Cl)cc1)c1cccc(NC(=O)C(C)C)c1
  2	-0.6	2	-1	-4.9	12	7	0.4	-8
(31) Cc1nc(NC(C)c2ccccc2)sc1C(=O)Nc1ccccc1 (stereo not given)
  -6	1.0	-5	11	·	7	-2	-0.6	-9
(32) CCc1ccc(NC(=O)CSc2nc3ccccc3c(=O)n2CCN2CCOCC2)cc1
  8	-1.0	-7	-6	2.1	-3	-3	-2.9	-2
(33) CCN(CC)S(=O)(=O)c1ccc(NC(=O)c2ccc(NS(C)(=O)=O)cc2)cc1
  -2	-2.8	-9	21	-1.8	-5	-1	-4.5	-2
(34) COC(=O)[C@@]1(Cc2ccc(F)cc2)[C@H]2c3cc(C(=O)N(C)C)n(CCc4ccccn4)c3C[C@H]2CN1C(=O)c1ccccc1
  10	-0.9	-5	·	·	0	·	·	·
(35) CCOc1ccc(NS(=O)(=O)c2ccc(C(=O)NCC(c3ccco3)N3CCCC3)cc2)cc1 (stereo not given)
  52*	3.1	-13	7	-7.2	-3	4	-2.0	0
(36) CCOC(=O)c1c(-c2ccc(F)cc2)csc1NC(=O)C1CCCO1 (stereo not given)
  2	1.3	0	-3	·	4	-2	-5.5	0
(37) O=C(CCNc1n[nH]c(=O)[nH]c1=O)N/N=C/c1ccccc1Br
  1	0.6	1	-4	·	-1	2	-1.8	-3
(38) NC(=S)N/N=C/c1ccc2c(c1)OCCO2
  5	-2.1	-5	17	·	8	-1	-0.3	-4
(39) Cn1c2ccccc2c2cc(C(=O)N3CCN(CCO)CC3)sc21
  7	-3.8	4	18	2.1	-2	29*	-0.3	-2
(40) CC(C(=O)N1CCC(C(N)=O)CC1)N(c1ccc(Oc2ccccc2)cc1)S(C)(=O)=O (stereo not given)
  -9	-3.1	-2	0	1.7	-1	1	-3.4	1
(41) CCCS(=O)(=O)N1CCC(Cc2ccc(OC)cc2)(C(=O)OCC)CC1
  3	-3.0	2	-4	·	0	0	-0.1	4
(42) COc1ccccc1OCCCOc1c(Cl)cc(C)cc1Cl
  -3	2.1	5	5	0.2	1	-1	-1.9	-2
(43) CCS(=O)(=O)NCCc1csc(C)n1
  -2	0.5	3	3	1.2	-5	0	-2.0	-2
(44) O=C(CN1C(=O)c2cccc3cccc1c23)N1CCN(c2ccc(F)cc2)CC1
  17	-1.7	-1	-1	0.8	-2	-5	-3.2	10
(45) COc1cc(-c2cc(OC)c(O)c(OC)c2)cc(OC)c1O
  5	·	·	-3	-1.1	-4	0	-0.8	-2
(46) Cc1cc2oc(=O)cc(CN3CCCCC3)c2cc1Cl
  ·	·	·	·	-2.9	-2	0	-1.3	1
(47) CCCNC(=O)C1CC(c2cccc(F)c2)=NO1 (stereo not given)
  3	-1.9	-6	-4	-3.5	7	3	-1.6	-1
(48) NC(=O)C1CCN(c2nc(-c3ccccc3C(F)(F)F)cs2)CC1
  4	-1.1	3	1	1.7	6	-1	-1.6	-19
(49) Cc1[nH]c2ccccc2c1N=Nc1cccc(C(=O)O)c1
  5	3.0	-8	9	·	-9	-12	3.5	-6
(50) COc1ccc(C2(NC(C)=O)CCN(Cc3cccnc3)CC2)cc1
  6	0.6	-2	-3	-1.2	2	6	-3.9	?
(51) COc1ccc(/C=C/C(=O)c2ccc([N+](=O)[O-])o2)cc1OC
  12	0.2	-6	·	·	-6	·	·	·
(52) COc1cc2cc(C[C@H](C)O)oc(=O)c2cc1OC
  8	1.3	-3	6	-1.0	2	6	-0.6	2
(53) CCC(c1nnc(SCC(=O)N2CC3(C)CC2CC(C)(C)C3)o1)N(C)C (stereo not given)
  4	-0.7	3	5	-2.2	-7	-1	-0.9	6
(54) CCN(CC)CCNC(=O)c1ccc(NC(=O)c2c(C)nn(-c3ccc(F)cc3)c2Cl)cc1
  9	-1.7	-4	4	?	-18	-1	-4.1	9
(55) Cc1c(/C(O)=C2\C(=O)C(=O)N(CCN(C)C)C2c2ccco2)cnn1-c1ccccc1 (stereo not given)
  3	-0.9	0	11	-1.8	-9	0	2.8	1
(56) O=C(COc1ncnc2sccc12)N1CCN(S(=O)(=O)c2ccc(Cl)cc2)CC1
  -6	-1.1	-6	-5	-0.5	-2	5	-2.7	0
(57) Cc1ccc(-c2[nH]c3ccccc3c2SCCN)cc1
  25	-0.7	-4	6	·	-2	21	-7.5	-13
(58) O=C(NCCc1cn2ccccc2n1)C1CCCCC1
  10	-0.5	11	4	-0.1	-7	27*	0.9	0
(59) CC1CN(c2ccccn2)C(C)CN1C(=S)Nc1ccccc1 (stereo not given)
  5	·	·	-2	0.4	8	2	-3.4	-2
(60) Cn1cc(C(=O)N/N=C/C(Br)=C/c2ccccc2)ccc1=O
  5	0.5	-7	44*	·	2	2	-2.4	-2
(61) Cc1ccc(S(=O)(=O)NCc2ccccc2)cc1C(=O)N(C)CC(=O)Nc1ccccc1Br
  1	·	·	5	-1.4	-5	-4	-0.9	-8
(62) CCCCOC(=O)c1ccc(NC(=O)c2ccccc2OC)cc1
  -5	1.0	-22	9	·	9	-2	0.1	2
(63) CCOC(=O)CCSc1nc(C(C)(C)C)cc(C(F)(F)F)c1C#N
  1	0.9	-6	15	-1.0	2	-2	-1.5	2
(64) CCOc1ccc(CCNC(=O)c2nnn(CC(=O)Nc3ccc(OC)cc3)c2N)cc1OCC
  -2	-4.7	-3	-2	0.2	-5	-7	-2.6	-4
(65) Cc1ccc(C)c(OCCC(=O)NNC(=O)c2cc(C)oc2C)c1
  6	-2.7	-3	2	-1.1	-1	0	1.0	-6
